Abeta rescue – A-beta toxicity reversal in yeast. Potency, µM (doses to about 46.1 µM), for inactives: at the highest dose growth rescue, most hits filed as activators. 0.063% of 410,000 active. yeast expressing A-beta42, growth rescue, OD600, 48 h; response scale: 0% DMSO, 100% iron-clioquinol control; also: potency is read from the fitted curve at half-maximal effect; nearly all actives have a fitted effect of over 55% in size
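Growth rescue measured by 600 nm absorbance after 48 h yeast culture at 30 C with compound. Values normalized between DMSO and an equimolar ferric chloride plus clioquinol control.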
Akt phos inh – inhibitors of Akt phosphorylation; Neuro2A IGF-stimulated pAkt S473 HTRF, 20 min; stronger effect = lower value; activity change, % for hits at 50 µM; 0.32% of 360,000 active; AID 651550; in the data active = activity change below about -80%; inconclusive = mostly about -51% to -80%; also: % is scaled to controls: 0 for no effect and ±100 for the full control effect
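Single-point screen (50 µM final compound) in Neuro2A cells stimulated 20 min with 6 nM IGF at 37 deg C. After lysis, Ser473-phosphorylated Akt read by HTRF (ex 330 nm, em 615/665 nm) as the 665/615 ratio.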
PTHR1 ag – activates the human parathyroid hormone receptor PTHR1. Q03431. HEK293 GP2 PTHR1 cells, GloSensor cAMP luminescence, 1 h. Potency, µM (series often up to 115 µM), for inactives: at the top dose activation, hits mostly activators. 0.075% of 410,000 active. AID 743266; also: potency is read from the fitted curve at half-maximal effect; nearly all actives have a fitted effect of over 55% in size; some results filed as inactive show a strong effect at the top dose; inactives centre near -15; many of its hits are not listed in these tables
Target sequence (Q03431 whole entry, looked up): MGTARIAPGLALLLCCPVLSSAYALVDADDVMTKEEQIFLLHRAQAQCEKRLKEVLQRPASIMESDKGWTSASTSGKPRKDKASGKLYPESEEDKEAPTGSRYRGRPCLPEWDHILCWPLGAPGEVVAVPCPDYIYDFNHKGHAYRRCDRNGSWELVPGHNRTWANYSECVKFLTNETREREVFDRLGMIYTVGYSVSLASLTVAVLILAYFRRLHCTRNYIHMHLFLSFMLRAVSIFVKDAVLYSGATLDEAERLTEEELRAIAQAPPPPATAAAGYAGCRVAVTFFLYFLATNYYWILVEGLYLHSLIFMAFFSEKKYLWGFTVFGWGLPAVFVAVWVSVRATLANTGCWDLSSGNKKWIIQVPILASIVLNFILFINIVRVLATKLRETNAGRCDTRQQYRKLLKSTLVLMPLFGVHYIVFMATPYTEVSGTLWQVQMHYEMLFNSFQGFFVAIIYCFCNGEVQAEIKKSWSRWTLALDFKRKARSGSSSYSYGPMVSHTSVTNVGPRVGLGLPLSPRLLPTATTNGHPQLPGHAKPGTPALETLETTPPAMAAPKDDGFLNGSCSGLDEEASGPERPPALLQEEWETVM
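HEK-293-derived GP2 cells expressing PTHR1 and a GloSensor cAMP reporter, 3,000/well, plated overnight, given luciferin plus IBMX (each 0.5 mM as added) for 1 h at 37 °C, then compound for 1 h at 37 °C. Luminescence was read after 15 min at room temperature.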
D3 antag – blocks the human D3 dopamine receptor. D3R cells, DiscoveRx beta-arrestin luminescence, antagonist mode; stronger effect = lower value. max response, negative = inhibition, %. AID 652054. 2.5% of 360,000 active. P35462; in the data active = max response below about -50%; inconclusive = no clear call, values can overlap the other calls; also: % is scaled to controls: 0 for no effect and ±100 for the full control effect; mostly tested at two doses, the higher about 12 µM
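Cells expressing the human receptor were seeded at 1500 cells/well, incubated overnight at 37 degrees C in 5% CO2, then exposed to library compounds with dopamine controls for 90 minutes at 37 degrees C before luminescent detection.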
TDP-43 yeast inh – inhibitors of TDP-43 toxicity in yeast; TDP-43 expressing yeast growth rescue, BacTiter-Glo, 24 h; AID 652104; Potency, µM (series often up to 46.1 µM), inactives show at the highest dose growth rescue (activation), most hits filed as activators; 1.8% of 410,000 active; also: potency is read from the fitted curve at half-maximal effect; % of control where 0% means no effect; nearly all actives have a fitted effect of over 50% in size
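In this qHTS, compounds that restore growth of yeast expressing TDP-43 appear as activators. Cells (OD600=0.02, galactose medium, raffinose-pregrown) are incubated with compound 24 hr at 30 deg C and growth is quantified by BacTiter-Glo.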
aSyn rescue – alpha-synuclein toxicity inhibition in yeast; Potency, µM (highest dose often 46.1 µM), for the others: at the top dose growth rescue (activation), usual class: activators; Yeast expressing alpha-synuclein, growth rescue, BacTiter-Glo, 24 h; 0.14% of 370,000 active; also: potency is read from the fitted curve at half-maximal effect; % of control where 0% means no effect; nearly all actives have a fitted effect of over 65% in size
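Screening used galactose-induced yeast with toxic alpha-synuclein levels, exposed to compound for 24 hr at 30 deg C. Cell growth, read with BacTiter-Glo luminescence, gave the measured signal.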
GLP1R inv ag – GLP-1 receptor (human) inverse agonism; Potency, µM (series often up to 38.3 µM), without a hit: top-dose activity change, negative = inhibition, most hits filed as inhibitors; HEK293 GLP-1R CRE-luciferase, luminescence, 24 h; GLP-1R form is constitutively active; 1.6% of 410,000 active; P43220; also: potency is read from the fitted curve at half-maximal effect; % is scaled to controls: 0 for no effect and ±100 for the full control effect; nearly all actives have a fitted effect of over 55% in size
Target sequence (P43220 whole entry, looked up): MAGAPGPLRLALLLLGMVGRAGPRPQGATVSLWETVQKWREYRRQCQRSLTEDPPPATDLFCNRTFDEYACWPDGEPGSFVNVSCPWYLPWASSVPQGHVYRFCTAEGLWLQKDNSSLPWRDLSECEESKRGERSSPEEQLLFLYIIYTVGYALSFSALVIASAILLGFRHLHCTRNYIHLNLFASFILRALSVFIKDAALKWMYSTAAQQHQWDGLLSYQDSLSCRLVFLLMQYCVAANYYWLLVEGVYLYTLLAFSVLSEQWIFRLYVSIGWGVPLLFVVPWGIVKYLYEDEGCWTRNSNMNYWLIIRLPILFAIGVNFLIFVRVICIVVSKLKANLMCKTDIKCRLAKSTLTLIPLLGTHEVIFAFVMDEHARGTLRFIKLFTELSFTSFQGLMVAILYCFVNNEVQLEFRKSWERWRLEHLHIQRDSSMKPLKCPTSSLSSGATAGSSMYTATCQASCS
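HEK293 cells stably co-expressing constitutively active GLP-1R and a cAMP-responsive luciferase reporter were seeded in DMEM with 10% Nu serum, given compounds after 12 h, and incubated 24 h at 37 deg C. Luminescence was then read.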
GLP1R ag – GLP-1 receptor (human) agonism; HEK293 GLP-1R CRE-luciferase, luminescence, 4-6 h; cells express a hypersensitive GLP-1R form; Potency, µM (doses to about 45.6 µM), for the others: top-dose activation, actives largely listed as activators; 0.007% of 380,000 active; also: potency is read from the fitted curve at half-maximal effect; % of control where 0% means no effect
FUS yeast rescue – FUS proteinopathy suppression in yeast | S. cerevisiae FUS-expressing, growth rescue, OD600, 24 h | AID 1347120 | 0.24% of 390,000 active | Potency, µM (titrated, usually from 76.6 µM), inactives show top-dose growth rescue (activation), usual class: activators;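 also: potency is read from the fitted curve at half-maximal effect; plate controls were DMSO vehicle for no effect and reference control for full effect; nearly all actives have a fitted effect of over 55% in size; some results filed as inactive show a strong effect at the top dose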
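Absorbance at 600 nm, taken 24hr after compound addition, measured rescue of FUS-yeast growth at 30C. Induction used 2% galactose with seeding at OD 0.005. Controls: CP55940 from 92uM final, DMSO only.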
Starred values were filed as active, the others as inactive; i = inactive; u = inconclusive; x = not tested or not shown; & = joins results of further samples; [ ] = remark or other dose. Unless noted, calls follow the shape of the dose curve; as a rule, active = well fitted curve in the direction sought with a large enough effect; inconclusive = small, poorly fitted or top-dose-only effect, or another doubt; inactive = no such curve, though single readings can be large; an effect the other way counts as inactive or inconclusive. Some of the compounds tested (hit frequency here may not be typical).

SMILES	Abeta rescue	Akt phos inh	PTHR1 ag	D3 antag	TDP-43 yeast inh	aSyn rescue	GLP1R inv ag	GLP1R ag	FUS yeast rescue
O=[N+]([O-])c1cccc(S(=O)(=O)Nc2cccc(-c3ccc(N4CCOCC4)nn3)c2)c1	-4%	i	13%	2	0%	-2%	5%	1%	u
NC(=O)C1CCN(C(=O)CCc2ccsc2)CC1	-14%	i	i	6	-23%	0%	0%	-2%	19%
O=C(OCC(=O)N1CCN(C(=O)c2ccco2)CC1)c1cc(F)c(F)cc1Cl	-11%	i	i	6	-5%	10%	6%	10%	0%
COc1ccc(NS(=O)(=O)c2cc3c4c(c2)C(C)C(=O)N4CCC3)cc1 (stereo unspecified)	-10%	i	i	0	12%	0%	8%	1%	6%
O=C(CSc1nc(-c2ccc(Cl)cc2)cs1)Nc1cccc([N+](=O)[O-])c1	6%	i	-45%[inhibitor]	-6	19%	-13%	10µM*	-2%	-26%
CCOC(=O)CNC(=O)CSc1nc(-c2ccc(C)cc2)ns1	-22%	i	-52%[inhibitor]	-6	-14%	-2%	7%	7%	20%
CCOC(=O)c1ccccc1NC(=O)COC(=O)CCC(=O)N1CCOCC1	-9%	i	-8%	-14	1%	-2%	12%	5%	x
Cc1c(NC(=O)Cc2ccc(Cl)cc2)cccc1-c1nc2cccnc2s1	-7%	x	i	x	8%	x	1%	x	-17%
NS(=O)(=O)c1ccc(CCNC(=O)CNC(=O)Cc2ccccc2)cc1	-6%	i	-25%	-4	-3%	-5%	8%	9%	20%
COc1cccc(N2CC(C(=O)Nc3nnc(SCC(=O)NCc4ccco4)s3)CC2=O)c1 (stereo unspecified)	10%	i	0%	-8	-2%	-6%	4%	5%	u
Cc1ccc(-n2nc(C)c3c(C)c(CCC(=O)NCc4ccccc4)c(C)nc32)cc1	-2%	i	-24%	10	19%	10%	2%	5%	-18%
O=C(Nc1ncc([N+](=O)[O-])s1)C1CC(=O)N(c2ccc(F)cc2)C1 (stereo unspecified)	1%	i	-33%[inhibitor]	-1	4%	6%	27%	10%	-3%
O=C1C(=O)N(CCN2CCOCC2)C(c2ccc(Cl)cc2)/C1=C(/O)c1ccc(S(=O)(=O)N2CCOCC2)cc1 (stereo unspecified)	-7%	i	i	5	-2%	-1%	2%	-2%	14%
CCNC(=S)N/N=C/c1ccco1	u	i	-3%[57.5 µM]	16	u	3%	u	-7%	8%
O=C(COC(=O)c1ccc(Cl)c(S(=O)(=O)N2CCCCC2)c1)NCc1ccco1	-9%	i	-24%	-8	-17%	-25%	-33%	-5%	46%
c1nc(COc2nsnc2N2CCOCC2)cs1	-6%	i	-10%	-10	-10%	-4%	2%	4%	13%
O=C(O)CC(C(=O)O)c1cn(Cc2ccccc2)c2ccccc12 (stereo unspecified)	u	i	i	0	-5%	3%	-27%	-15%	22%
CN(CCNC(=O)c1cc2c(=O)n(C)c3ccccc3c2n1C)Cc1ccccc1	-5%	i	-16%	-25	-3%	u	u	0%	-7%
Cc1cccc(N2CC(C(=O)Nc3nnc(SCCC4OCCO4)s3)CC2=O)c1 (stereo unspecified)	-6%	i	i	1	0%	-2%	-11%	-12%	u
COc1ccc(NC(=O)CSc2nc3nc(C)cc(C)n3n2)cc1	-17%&-17%	i	u	2	-8%&2%	6%	42%&4%[activator]	9%	-20%&8%
Cc1ccc(-c2ccc(=O)n(CCC(=O)N3CCN(c4ccccc4)CC3)n2)cc1	-15%	i	i	-16	1%	16%	-10%	16%	24%
C=CCNC(=O)CSc1nc2ccccc2c(=O)n1CCc1ccc(OC)c(OC)c1	-6%	i	-26%	-1	22%	2%	-9%	-2%	13%
C=CCNc1nc(N(c2ccccc2)c2ccccc2)nc(-n2ccnc2)n1	12%	x	i	19	0%	x	0%	0%	-15%
Cc1ccc(NC(=O)COc2cccc3ccccc23)c(O)c1	12%	i	2%	5	23%	-6%[1.84 µM]	12%	9%	4%
Cc1oc2ncn(CC(C)C)c(=O)c2c1C(=O)NCCc1ccc(Cl)cc1	-7%	x	-3%	x	27%	x	-5%	x	4%

3 structures out of the list, ordered by count of non-hydrogen atoms, largest number first:
SMILES	Abeta rescue	Akt phos inh	PTHR1 ag	D3 antag	TDP-43 yeast inh	aSyn rescue	GLP1R inv ag	GLP1R ag	FUS yeast rescue
COc1cccc(N2CC(C(=O)Nc3nnc(SCC(=O)NCc4ccco4)s3)CC2=O)c1 (stereo unspecified)	10%	i	0%	-8	-2%	-6%	4%	5%	u
O=[N+]([O-])c1cccc(S(=O)(=O)Nc2cccc(-c3ccc(N4CCOCC4)nn3)c2)c1	-4%	i	13%	2	0%	-2%	5%	1%	u
O=C(CSc1nc(-c2ccc(Cl)cc2)cs1)Nc1cccc([N+](=O)[O-])c1	6%	i	-45%[inhibitor]	-6	19%	-13%	10µM*	-2%	-26%

Following part
SMILES	Abeta rescue	Akt phos inh	PTHR1 ag	D3 antag	TDP-43 yeast inh	aSyn rescue	GLP1R inv ag	GLP1R ag	FUS yeast rescue
O=C(COC(=O)[C@H](Cc1ccccc1)NC(=O)c1cccs1)Nc1cc(F)ccc1F	-12%	i	-31%[inhibitor]	7	-7%	29%	3%	-4%	x
CCOC(=O)c1c(NC(=O)COC(=O)CNC(=O)c2ccco2)sc(C)c1C	9%	i	i	2	u	-1%	14%	15%	28%
Cc1cccc(C(=O)NCC(=O)OCC(=O)N2CCN(S(=O)(=O)c3ccc(C)cc3C)CC2)c1	-14%	i	-7%	-5	2%	0%	-6%	-4%	29%
Cn1c(SCC(=O)NCC2CCCO2)nc2c(c1=O)SCC2 (stereo unspecified)	2%	i	i	10	8%	4%	6%	-12%	x
O=Cc1cccn1-c1cccc([N+](=O)[O-])c1	-17%	i	-4%	-8	5%	-9%	-3%	6%	-2%
CCOc1ccc(-c2cn3c(n2)sc2cc(C(=O)N4CCCC(C)C4)ccc23)cc1 (stereo unspecified)	-4%	x	i	x	16%	x	13%	x	-12%
Cc1ccc(NCCC#N)cc1C	-9%	i	13%	2	-7%	2%	2%	2%	14%
S=C(NCc1ccccc1)NC1CCCc2ccccc21 (stereo unspecified)	12%	i	i	-13	u	2%	u	9%	0%
Cc1nc2c(c(C)c1CCC(=O)NCc1ccc(Cl)cc1)c(=O)n(C)c(=O)n2C	-3%	x	-52%	x	-6%	x	7%	-1%	-4%
O=C1C2CCCN2C(=S)N1Cc1ccccc1 (stereo unspecified)	23%	i	i	4	15%	3%	-3%[0.307 µM]	2%	-19%
CC1S/C(=N\N=C\c2cccc([N+](=O)[O-])c2)N(C(C)(C)C)C1=O (stereo unspecified)	u	i	i	0	8%	0%	3.5µM*	4%	-13%
O=C(COc1ccc([N+](=O)[O-])cc1)NNC(=O)c1cccs1	6%	i	-60%[inhibitor]	4	9%	3%	u	-1%	-18%
CC1(C(=O)Nc2ccc3[nH]ncc3c2)CCN1C(=O)CCc1ccccc1 (stereo unspecified)	22%	i	-11%	21	0%	1%	15%	2%	-5%
COC(=O)CNC(=O)c1cc(-c2ccncc2)nc2c(C)c(Cl)ccc12	3%	i	-14%	-13	2%[9.22 µM]	12%	-12%	13%	14%
Cc1ccc(NC(=O)CCc2nc3sc4c(c3c(=O)[nH]2)CCCC4)c(Br)c1	-4%	i	0%	14	23%	u	12%	-12%	26%
COc1ccc(S(=O)(=O)N2CCCCCC2)cc1NC(=O)c1ccccc1F	-2%	i	-14%	5	21%	4%	11%	-4%	u
CN(CC(=O)NCc1ccccc1)Cc1ccc(Cl)cc1	-4%	i	i	-9	0%	-1%	u	2%	-12%
O=C(Nc1ccccc1)c1ccc(S(=O)(=O)NCc2cccnc2)cc1	-13%	i	-67%[inhibitor]	-12	-10%	-2%	-15%	-2%	23%
CN(CC(=O)Nc1cccc(F)c1)C(=O)c1ccc(C(=O)c2ccccc2)cc1	u	i	-13%	0	13%	-1%	u	5%	-4%
COc1ccc(C(CNc2ccc(S(=O)(=O)N3CCN(C)CC3)cc2[N+](=O)[O-])N(C)C)cc1 (stereo unspecified)	-1%	i	i	5	27%	4%	-14%	-7%	-6%
CC(C)CC1NC(=O)C(CC(C)C)N(CO)C1=O (stereo unspecified)	-6%	i	i	12	10%	0%	3%	-2%	x
O=C(CSCc1cccc(Cl)c1)N/N=C/c1ccc(OCC(=O)N2CCCCC2)cc1	2%	i	-18%[57.5 µM]	12	-17%	11%	u	12%	16%
O=C(Nn1c(C2CCC2)nc2ccccc2c1=O)c1cccs1	16%	i	-1%	-6	-10%[9.22 µM]	0%	-8%	10%	11%
CCOC(=O)C1CCCN(C(=O)c2cnn3c(C(F)F)cc(-c4ccc(C)cc4)nc23)C1 (stereo unspecified)	1%	i	-3%	0	u	4%	u	3%	34%
Cc1c(C(c2ccc([N+](=O)[O-])cc2)c2c(C)n(C)n(-c3ccccc3)c2=O)c(=O)n(-c2ccccc2)n1C	2%	i	-5%[57.5 µM]	-24	-10%	-1%	7%	9%	-4%
O=C(Nc1ccc2c(c1)OCCO2)C1c2ccccc2OCC(=O)N1C1CC1 (stereo unspecified)	12%	i	-20%	23	0%	-11%	26%	5%	-15%
COc1cc(NC(=O)CN2CCN(c3ccccc3O)CC2)c(C)cc1[N+](=O)[O-]	-4%	i	-5%	31	-8%	-6%	-29%	10%	x
Cn1c(=O)[nH]c(=O)c2c1nc(NCCCO)n2CCOc1ccccc1	1%	i	i	13	8%	8%	31%[activator]	10%	-4%
O=C(CCSc1nc2ccccc2o1)N1CCOCC1	-3%[9.22 µM]	i	i	24	-1%	-10%	6%	-5%	-49%

Taken from above:
Result for COc1ccc(S(=O)(=O)N2CCCCCC2)cc1NC(=O)c1ccccc1F in TDP-43 yeast inh: 21%
Result for O=[N+]([O-])c1cccc(S(=O)(=O)Nc2cccc(-c3ccc(N4CCOCC4)nn3)c2)c1 in Abeta rescue: -4%
